# MEKK3 PB1 HTS – MEKK3-MEK5 PB1 interaction, increase or decrease; Q99759; binding response (% of control), % at 10 µM; bead-based flow cytometry, Alexa488-MEK5 binding to MEKK3; actives lie on both sides; 0 = blocked by unlabeled MEK5, 100 = vehicle; AID 1529; 290,000 tested, 1.4% active;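 active = binding response more than 3 SD above or below the average of its plate-row segment, actives on both sides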;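 note: Alexa488 bead fluorescence after subtracting the streptavidin-only scavenger bead signal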
# NALP1 yeast inh – blocks the NALP1 inflammasome reconstituted in yeast; S. cerevisiae NALP1/ASC/caspase-1 growth, X-gal OD620, 72 h; inhibition, % at 10 µM; 280,000 tested, 0.61% active; in the data active = inhibition mostly above about 24%, no sharp cut-off; inactive = mostly below about 32%; note: some compounds called inactive have numbers as strong as hits
# GalR3 antag – human GalR3 antagonism | O60755 | inhibition, % at 3 µM | HEK293 GalR3-CNG cAMP membrane potential fluorescence; galR3 body fused to GalR1 C-terminus | 360,000 tested, 0.44% active;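 active = inhibition above the screen-wide average plus 3 SD, cut at about 13% in these data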;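 note: forskolin and galanin both at EC90 stimulate the cells; cAMP rise reported by CNG channel membrane potential dye signal; 0% = forskolin plus galanin with DMSO and 100% = forskolin alone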
# MEKK2 WT-MEK5 – raises or lowers MEK5 binding to wildtype human MEKK2 PB1 domain; Q9Y2U5; bead flow cytometry, Alexa488-MEK5 binding to MEKK2 WT; actives lie on both sides; binding response (% of control), % at 10 µM; 290,000 tested, 1.1% active; AID 1531; in the data active = binding response below about 67% or above about 130%
# PHOSPHO1 block – PHOSPHO1 (human) inhibition; Q8TCT1; recombinant PHOSPHO1, absorbance phosphatase assay; inhibition, % at 13.3 µM; 290,000 tested, 1.1% active; AID 1565; in the data active = inhibition above about 60%
# Target sequence (Q8TCT1 whole entry, looked up): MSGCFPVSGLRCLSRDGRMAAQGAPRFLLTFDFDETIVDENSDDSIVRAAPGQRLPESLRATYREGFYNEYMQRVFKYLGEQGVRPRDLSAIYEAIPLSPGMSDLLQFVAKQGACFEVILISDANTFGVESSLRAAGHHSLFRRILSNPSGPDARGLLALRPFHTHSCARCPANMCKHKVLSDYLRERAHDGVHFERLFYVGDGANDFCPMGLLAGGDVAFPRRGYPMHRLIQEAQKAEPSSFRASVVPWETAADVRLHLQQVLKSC
# MEKK2mut PB1 HTS – signal of MEK5 binding to mutant human MEKK2 PB1 domain | bead flow cytometry, Alexa488-MEK5 binding to MEKK2 mutant | percent response, % at 10 µM | 290,000 tested, 0.35% active; in the data active = percent response above about 24%, passing the limit was not always enough; note: inactives centre near 1; some results filed as inactive read as strong as hits; reference of the scale not given here
# OXTR agonist – agonists of human oxytocin receptor | P30559 | 320,000 tested, 0.32% active | AID 2435 | CHO-OTR cells, Fluo-8 calcium fluorescence; normalized: DMSO 0%, oxytocin 100% | activation, % at 3 µM;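 active = activation above the mean of all tested compounds plus 3 SD, cutoff set per screening run, cut at about 20% in these data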;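 note: peak over basal fluorescence ratio from a 100 s FLIPR kinetic read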
# Target sequence (P30559 whole entry, looked up): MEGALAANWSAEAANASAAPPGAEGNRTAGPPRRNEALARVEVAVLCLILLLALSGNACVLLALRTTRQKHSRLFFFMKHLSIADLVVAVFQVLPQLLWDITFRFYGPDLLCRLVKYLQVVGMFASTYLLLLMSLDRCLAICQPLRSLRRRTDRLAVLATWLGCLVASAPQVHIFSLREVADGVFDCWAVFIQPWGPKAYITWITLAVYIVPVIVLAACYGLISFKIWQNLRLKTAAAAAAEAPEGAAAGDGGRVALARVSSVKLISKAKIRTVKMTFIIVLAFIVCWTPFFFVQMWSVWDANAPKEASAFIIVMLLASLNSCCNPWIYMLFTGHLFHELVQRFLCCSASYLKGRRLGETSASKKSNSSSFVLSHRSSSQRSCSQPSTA
# V1R ag counter – counter-screen for oxytocin receptor agonists: human V1a receptor agonists. P37288. AID 2797. CHO-V1R cells, Fluo-8 calcium fluorescence, agonist mode; 0% DMSO, 100% 3 nM vasopressin. activation, % at 3 µM. 320,000 tested, 0.25% active;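 active = activation above the mean activation of all tested compounds plus 3 SD, per screening run, cut at about 20% in these data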;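 note: signal is peak over basal fluorescence ratio across a 100 second FLIPR read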
# GPR7 antagonist – blocks human GPR7 receptor signaling | P48145 | 290,000 tested, 1.1% active | inhibition, % at 4.4 µM | AID 1861 | GPR7-expressing cells, fluorescence antagonist assay; in the data active = inhibition above about 16%, passing the limit was not always enough;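 note: cells stimulated with the agonist NPW; 0% = agonist with vehicle and 100% = vehicle without agonist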
# Target sequence (P48145 whole entry, looked up): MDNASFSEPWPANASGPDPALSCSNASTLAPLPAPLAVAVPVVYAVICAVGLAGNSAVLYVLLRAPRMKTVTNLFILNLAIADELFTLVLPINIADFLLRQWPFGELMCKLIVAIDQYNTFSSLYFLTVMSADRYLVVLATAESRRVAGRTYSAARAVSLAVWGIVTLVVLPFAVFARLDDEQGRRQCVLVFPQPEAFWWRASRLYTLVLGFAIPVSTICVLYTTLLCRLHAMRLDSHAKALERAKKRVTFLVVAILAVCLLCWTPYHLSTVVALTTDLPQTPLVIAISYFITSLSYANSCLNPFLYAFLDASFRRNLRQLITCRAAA
# * marks the source's active call; other numbers are inactive results; nt = not tested or not shown.
SMILES,MEKK3 PB1 HTS,NALP1 yeast inh,GalR3 antag,MEKK2 WT-MEK5,PHOSPHO1 block,MEKK2mut PB1 HTS,OXTR agonist,V1R ag counter,GPR7 antagonist
CCCC(c1nnnn1C(C)(C)CC)N(CCCO)Cc1cc2cc(C)cc(C)c2[nH]c1=O (configuration not stated),111.0,19.0,-4.7,112.0,18.9,-4.0,-2.2,-0.5,-3.7
O=C(NCCc1ccccc1)C(=S)N1CCCCC1,95.0,5.7,-3.6,100.0,-0.7,0.0,-1.0,0.1,-2.3
Cc1noc(/C=C/N(C)C)c1S(=O)(=O)N1CCCC(C(=O)Nc2ccccc2F)C1 (configuration not stated),100.0,23.2,-8.8,101.0,22.4,-1.0,-0.5,0.9,6.0
CCOC(=O)c1sc(NC(=S)NC(=O)C23CC4CC(CC(C4)C2)C3)cc1C,101.0,21.0,-1.0,84.0,13.9,7.0,-0.1,8.4,-10.4
CCC/C=N/NC(=O)c1cccc(Br)c1,86.0,-5.5,-1.7,82.0,30.3,-14.0,-1.0,1.9,-12.1
CCCN1Cc2cccc(C(=O)NCc3ccc(C)cc3)c2C1=O,86.0,-10.1,0.6,86.0,-18.8,-16.0,-1.5,-1.3,5.3
O=C(CCc1nnc(CCC2CCCCC2)o1)NCCc1cccnc1,102.0,-11.9,-3.2,95.0,3.4,-4.0,0.0,1.1,-8.0
Cc1n[nH]c(=O)c2c(NC(=O)CSc3nc4ccccc4c(=O)n3C(C)C)oc(C)c12,94.0,1.0,-1.7,102.0,52.6,6.0,-1.8,0.0,-0.5
CC(=O)Nc1cccc(-c2csc(Nc3ncccn3)n2)c1,103.0,4.9,-4.1,91.0,27.8,-12.0,nt,nt,-7.9
Cc1nc2c(C(=O)NCc3ccc(F)cc3)c[nH]n2c(=O)c1Cl,102.0,-30.2,-6.9,101.0,51.9,-2.0,-0.5,0.2,-0.2

# Look-ups from above.
# For NALP1 yeast inh, `Cc1nc2c(C(=O)NCc3ccc(F)cc3)c[nH]n2c(=O)c1Cl` is entered as -30.2
# For PHOSPHO1 block, `Cc1noc(/C=C/N(C)C)c1S(=O)(=O)N1CCCC(C(=O)Nc2ccccc2F)C1` (configuration not stated) is entered as 22.4
# For NALP1 yeast inh, `CCC/C=N/NC(=O)c1cccc(Br)c1` is entered as -5.5
# For NALP1 yeast inh, `CCCC(c1nnnn1C(C)(C)CC)N(CCCO)Cc1cc2cc(C)cc(C)c2[nH]c1=O` (configuration not stated) is entered as 19.0

# More results follow:
SMILES,MEKK3 PB1 HTS,NALP1 yeast inh,GalR3 antag,MEKK2 WT-MEK5,PHOSPHO1 block,MEKK2mut PB1 HTS,OXTR agonist,V1R ag counter,GPR7 antagonist
COc1ccc(C2C(C(C)=O)=C(Nc3ccccc3)CC(C)(O)C2C(C)=O)cc1OC (configuration not stated),98.0,3.0,-0.8,98.0,14.1,5.0,-1.8,0.7,-7.0
COc1ccc(S(=O)(=O)NCc2cccnc2)cc1C(=O)NC1CCCCC1,107.0,2.1,-0.5,107.0,nt,10.0,-1.3,0.0,4.9
O=C(OCc1ccco1)c1ccc(S(=O)(=O)N2CCCCC2)cc1,99.0,-2.1,-0.8,97.0,-24.8,1.0,-1.7,0.4,-5.7
COc1ccc(C)cc1NCc1ccc(OC)c(C)c1OC,106.0,-1.3,-2.1,112.0,-28.7,14.0,-1.9,-0.7,-12.6
CCC(=O)N(Cc1cc(=O)[nH]c2ccccc12)c1ccc(C)cc1C,103.0,15.4,-5.9,104.0,6.2,6.0,-0.2,0.2,13.1
Cc1cc(C(=O)N/N=C/c2sc(N3CCOCC3)nc2-c2ccccc2)c(C)o1,96.0,5.3,-5.7,80.0,16.6,-14.0,-0.4,-0.6,23.2
CCOc1ccc(-c2nnn(CC(=O)Nc3cc(OC)ccc3OC)n2)cc1OCC,84.0,10.2,-1.3,82.0,37.3,-8.0,1.8,0.8,0.5
CN(C(=O)COC(=O)c1nc(Cl)ccc1Cl)C1CCS(=O)(=O)C1 (configuration not stated),104.0,-0.9,-2.8,111.0,22.2,7.0,0.3,-0.7,-3.1
CC(=O)NC1=NN(C(C)=O)C(c2ccco2)S1 (configuration not stated),93.0,nt,-2.1,94.0,2.6,1.0,0.2,0.1,-3.5
O=c1[nH]n(-c2cccc3cccnc23)c(=O)c2ccccc12,96.0,4.7,-2.7,99.0,42.0,-2.0,0.3,-0.4,8.9
CCc1[nH]c(=O)c(C#N)c2c1CSC(C)(C)C2,100.0,18.1,nt,101.0,0.1,1.0,1.1,0.5,-7.8
CCCCNC(=S)N(Cc1c(C)noc1C)c1ccccc1,127.0,25.2,-3.2,108.0,-6.2,0.0,-2.8,-0.7,-1.3
O=C(CNC(=O)c1cccs1)NC1=NCCS1,85.0,22.6,1.3,88.0,29.4,-11.0,0.2,0.1,-8.5
Cc1nn(C2CCS(=O)(=O)C2)c(Cl)c1/C=C/C(=O)OCC(N)=O (configuration not stated),99.0,-1.8,4.0,101.0,21.4,-13.0,-0.2,0.1,-12.6
Cc1cc(OCC(=O)NNC(=O)c2cccnc2)cc(C)c1Cl,101.0,6.8,-3.5,98.0,26.5,-3.0,nt,nt,-5.0
O=C(NC1CCCCC1)c1cc(N2C(=O)CCC2=O)ccc1Cl,103.0,1.1,-7.0,95.0,36.2,-6.0,1.2,0.6,-0.4
CC(=O)c1cc(Cl)ccc1OC(=O)c1ccco1,101.0,25.0,-6.0,99.0,50.0,1.0,-1.9,0.0,-3.4
Cc1ccc(C(=O)N2CCCC(C(=O)Nc3cccc(-c4ccc(F)cc4)c3)C2)cn1 (configuration not stated),98.0,1.5,-8.0,97.0,15.9,0.0,6.6,16.2,12.2
CSCC(=O)N1CCCC(N2CCN(c3cccc(C(F)(F)F)c3)CC2)C1 (configuration not stated),103.0,-8.5,-5.7,113.0,35.7,11.0,-1.3,-0.8,-5.8
Cc1cc(C)n(-c2ccc([N+](=O)[O-])cc2-c2nn[nH]n2)n1,102.0,10.3,-5.5,102.0,2.4,-3.0,0.1,0.2,-9.0
O=C(Nc1ccc(F)cc1)C1CCN(S(=O)(=O)c2ccc3[nH]c(=O)oc3c2)CC1,100.0,23.8,-5.9,99.0,26.1,1.0,1.4,1.0,3.8
Cc1ccc(Nc2ccc(C(N)=O)cc2[N+](=O)[O-])cc1,100.0,17.1,0.4,97.0,3.1,0.0,-0.6,1.0,-5.6
COc1cccc(OCC(O)CN2CCN(CCO)CC2)c1 (configuration not stated),107.0,nt,-1.9,108.0,-14.1,4.0,0.7,0.8,-9.9
CNC(=O)CSc1nnc(-c2ccco2)n1-c1cc(C)ccc1C,103.0,12.5,-6.1,106.0,50.6,32.0*,0.2,0.9,-4.0
CN(C)CCNc1nc(-c2ccccc2)nnc1C(F)(F)F,101.0,-0.1,-0.4,99.0,3.9,1.0,3.3,1.6,-7.3
O=C(Cn1c(=O)oc2ccccc21)N1CCCCC1,105.0,-0.7,-1.9,107.0,12.9,4.0,0.6,0.5,-5.6
COc1ccc(-c2nsc3c(N4CCCCC4)ncnc23)cc1,105.0,6.1,3.2,100.0,21.6,1.0,-0.7,-0.4,-6.5
O=S(=O)(NC1CCCC1)c1cccc(-c2nnc(-c3ccccc3)o2)c1,99.0,27.5,nt,100.0,20.1,5.0,-0.8,-0.3,-3.1
COC(=O)c1ccc(C2NC(=O)c3c(sc(C)c3C)N2)cc1 (configuration not stated),96.0,8.9,-1.2,98.0,-14.7,-5.0,-0.7,-0.3,-15.8
CCOC(=O)C1CCN(C(=O)CN(c2cc(Cl)ccc2OC)S(=O)(=O)c2ccccc2)CC1,107.0,11.1,-1.1,110.0,13.7,6.0,-0.6,-0.3,-1.1
C=C(C)C(=O)N1CC2(CC(c3cccc(NC(=O)CC)c3)=NO2)C[C@H]1C(N)=O (some centres not stated),95.0,nt,nt,97.0,17.7,1.0,-0.2,0.7,nt
COc1ccc(S(=O)(=O)N(CC(=O)N2CCCC2)Cc2ccccc2)cc1,101.0,1.0,-1.4,100.0,28.3,3.0,-1.0,0.3,-4.1
COc1ccc2oc(=O)c(-c3ccccc3C(=O)N3CCOCC3)cc2c1,104.0,20.1,0.1,110.0,-8.1,0.0,0.8,1.4,0.1
COc1cc2c(cc1OC)CN(CC(=O)Nc1ccc(C)cc1)CC2,106.0,1.8,-6.0,109.0,-16.3,14.0,0.6,0.6,-4.6
CCOC(=O)CNC(=O)N1CCCC(C(=O)c2cc(C)c(OC)c(C)c2)C1 (configuration not stated),102.0,8.1,-10.2,105.0,nt,8.0,-0.2,0.3,-14.3
CCC(=O)N1N=C(c2cccs2)CC1c1ccc(C)cc1 (configuration not stated),105.0,22.6,-8.0,102.0,15.0,2.0,-1.9,-1.5,12.6
O=C(O)C1C2C=CC(C2)C1C(=O)Nc1ccc(Cl)c(Cl)c1 (configuration not stated),103.0,6.8,-9.0,104.0,40.1,26.0*,1.4,0.5,-9.2
O=C(NCCc1c[nH]c2ccccc12)/C(=C/c1cccnc1)NC(=O)c1ccccc1,105.0,8.9,-3.8,91.0,-15.2,-10.0,1.4,-0.6,-10.4
COC(=O)N/N=C\c1ccc(-c2cc(Cl)c(Cl)cc2Cl)o1,101.0,11.2,-11.6,100.0,-2.8,0.0,-1.0,0.4,-5.6
CCN(CC(=O)N1CCCCC1)S(=O)(=O)c1ccccc1,110.0,3.3,-0.5,114.0,33.5,10.0,0.0,0.3,-16.3

# Ordered by the number under GPR7 antagonist (high to low): some entries from above.
structure | MEKK3 PB1 HTS | NALP1 yeast inh | GalR3 antag | MEKK2 WT-MEK5 | PHOSPHO1 block | MEKK2mut PB1 HTS | GPR7 antagonist
COc1ccc(S(=O)(=O)N(CC(=O)N2CCCC2)Cc2ccccc2)cc1 | 101.0 | 1.0 | -1.4 | 100.0 | 28.3 | 3.0 | -4.1
COc1cc2c(cc1OC)CN(CC(=O)Nc1ccc(C)cc1)CC2 | 106.0 | 1.8 | -6.0 | 109.0 | -16.3 | 14.0 | -4.6
O=C(O)C1C2C=CC(C2)C1C(=O)Nc1ccc(Cl)c(Cl)c1 (configuration not stated) | 103.0 | 6.8 | -9.0 | 104.0 | 40.1 | 26.0* | -9.2
O=C(NCCc1c[nH]c2ccccc12)/C(=C/c1cccnc1)NC(=O)c1ccccc1 | 105.0 | 8.9 | -3.8 | 91.0 | -15.2 | -10.0 | -10.4

# (more compounds)
SMILES,MEKK3 PB1 HTS,NALP1 yeast inh,GalR3 antag,MEKK2 WT-MEK5,PHOSPHO1 block,MEKK2mut PB1 HTS,OXTR agonist,V1R ag counter,GPR7 antagonist
COc1cc(OC)cc(C(=O)NC(=S)N(Cc2ccccc2)C(C)C)c1,91.0,14.4,-9.4,95.0,36.9,-7.0,-1.4,-0.7,-4.3
CC1CCCCN1c1nnc(NC(=O)c2cc(-c3ccc(Br)cc3)on2)s1 (configuration not stated),93.0,35.1,nt,96.0,34.3,-4.0,-0.6,0.8,-2.5
COc1ccc2cc(S(=O)(=O)N3CCCC(C)C3)ccc2c1 (configuration not stated),103.0,17.8,-9.2,104.0,3.0,3.0,-1.7,1.6,1.0
COc1ccc(OCC(O)CNS(=O)(=O)c2cccs2)cc1 (configuration not stated),108.0,9.6,-6.2,109.0,20.3,5.0,2.1,2.1,-10.1
CCc1ccc2[nH]c(=O)c(CN(Cc3ccccc3)Cc3nnnn3Cc3ccco3)cc2c1,103.0,1.1,-5.1,97.0,16.6,1.0,-1.1,-0.2,-3.4
Cc1cccc(-c2cccc(NC(=O)C3CCCN(C(=O)c4ocnc4C)C3)c2)c1 (configuration not stated),107.0,-10.8,-2.5,105.0,41.4,4.0,1.3,1.2,-10.4
Cc1ccc(C)c(N2N=C(C(=O)Nc3ccccc3N3CCCC3)CCC2=O)c1,97.0,14.7,-3.3,100.0,17.6,6.0,-2.2,-0.1,1.1

# High-throughput results: PubChem, several laboratories
